Assay outcomes deposited in PubChem BioAssay by National Center for Advancing Translational Sciences (NCATS).
Lipid storage S3 = qHTS Assay for Lipid Storage Modulators in Drosophila S3 Cells; Potency in µM for hits, for the others lipid storage change, negative = inhibition, % at the top dose, mostly 46.1 µM; 320,000 tested, 0.64% active; Drosophila S3 cells, BODIPY lipid droplet fluorescence, 18-24 h; cells fed with added oleic acid; active = well fitted inhibition curve with a large enough effect in the signal ratio, with a control signal flat, not every such curve was filed as active; inconclusive = small, poorly fitted or top-dose-only effect, or effect the other way, or a change in a side signal; the % refers to the signal ratio
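Drosophila S3 cells loaded with oleic acid (400 uM, as added) and compounds at several concentrations; lipid droplets imaged by 488-nm laser-scanning cytometry, 500–530 nm intensity and object ratio to cell channel. Percent activity normalized to 20 uM Triacsin C.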
Lipid storage S3 cell count max = also measured in Lipid storage S3; calls as there; cell number change, %; measured here: cell count max response;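 cells counted by Cell Tracker Red CMTPX staining in the red channel; peak over a dose series mostly up to 46.1 µM; percent activity relative to internal control wells on each plate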
* hit, by the source's call; i = inactive; ? = inconclusive; . = not tested or not shown; [ ] = dose if it differs, or a comment. % is scaled to controls: 0 for no effect and ±100 for the full control effect; potency is read from the fitted curve at half-maximal effect. Not all compounds are listed; count on the stated rates, not on these rows.

SMILES	Lipid storage S3	Lipid storage S3 cell count max
O=C(N/N=C/c1c[nH]c2ccccc12)c1ccc(Br)cc1	?	.
CNC(=O)CN(c1ccc(C(C)C)cc1)S(C)(=O)=O	?	.
CCn1c(=O)c(C)nn2c3ccccc3nc12	?	.
COc1ccc(/C=N/Nc2cc(=O)n(C)c(=O)n2C)cc1OC	-7%	9
COc1ccc(N(C(=O)Cn2nnc3ccccc32)C(C(=O)NCc2ccco2)c2cccnc2)cc1 (stereo not drawn)	?	.
COc1ccc(N(C(=O)CCl)C(C(=O)NCCc2ccccc2)c2cccs2)cc1 (stereo not drawn)	?	.
CN(C)S(=O)(=O)Nc1ccccn1	-4%	3
N#Cc1c(C(F)(F)F)cc(-c2ccccc2)nc1SCCN1CCOCC1	?	.
CC(C)OC(=O)CC1C(=O)NCCN1C(=S)NC(=O)c1ccccc1 (stereo not drawn)	?	.
CN(C)c1ccc(C2OC(=O)C(C)(C)C(=O)C2(C)C)cc1 (stereo not drawn)	0%	9
CCC(C)(C)n1nnnc1C(c1cccc(C#N)c1)N1CCN(c2cc(C)ccc2C)CC1 (stereo not drawn)	?	.
CCCCN(C(=O)CSCC(=O)Nc1cccc(C)c1)c1c(N)n(CCCC)c(=O)[nH]c1=O	?	.
O=C(C1=COCCO1)N1CCN(S(=O)(=O)c2cccc(F)c2)CC1	?	.
O=C(c1ccccc1)c1ccc(OCC(O)CN2CCCCC2)cc1 (stereo not drawn)	27%	.
S=c1[nH]nc(Cc2sc(-c3ccccc3)nc2-c2ccccc2)o1	?	.
Clc1ccc(-c2cnc3n2CCCCC3)cc1	?	.
CC(=O)c1sc(-c2ccc(Cl)cc2)nc1C	15%	-15
O=[N+]([O-])c1cc2c(cc1CN1CCN(CCOCCO)CC1)OCO2	-2%	23
COc1cc(NC(=S)Nc2ccccn2)cc(OC)c1OC	?	.
CCS(=O)(=O)c1ccc(O)c(NC(=O)c2cc(OC)c(OC)c(OC)c2)c1	?	.
CN(C)C(CNC(=O)c1ccc(C(=O)c2ccccc2)cc1)c1ccccc1 (stereo not drawn)	?	.
CC1(C)CC(=O)C2=C(C1)NC(=O)NC2c1ccc([N+](=O)[O-])cc1 (stereo not drawn)	7%	19
CCOc1cccc(C(=O)NC(=S)Nc2ccc(Cl)cc2C(=O)O)c1	3%	13
O=c1oc(-c2ccccc2NS(=O)(=O)c2ccc(Cl)cc2)nc2ccccc12	?	.
CC(NC(=O)c1ccccc1Cl)C(=O)O (stereo not drawn)	?	.
Cc1noc(C)c1C(=O)OC(C)C(=O)N(C)c1ccccc1 (stereo not drawn)	5%	4
COCCCn1c(SCC(=O)N(C)C)nnc1-c1ccccc1	?	.
O=C(NC1C(=O)NNC1c1ccccc1)c1ccccc1 (stereo not drawn)	7%	21
CSCCC(NC(=O)c1ccc(Cl)cc1Cl)C(=O)OC(C)C(=O)NCc1ccco1 (stereo not drawn)	?	.
O=C(CNC1CCCCCC1)Nc1ccccc1N1CCCCC1	?	.

Shown as labelled records: part of the list above.
O=C(C1=COCCO1)N1CCN(S(=O)(=O)c2cccc(F)c2)CC1
  Lipid storage S3 = ?
  Lipid storage S3 cell count max = .

O=C(c1ccccc1)c1ccc(OCC(O)CN2CCCCC2)cc1 (stereo not drawn)
  Lipid storage S3 = 27%
  Lipid storage S3 cell count max = .

S=c1[nH]nc(Cc2sc(-c3ccccc3)nc2-c2ccccc2)o1
  Lipid storage S3 = ?
  Lipid storage S3 cell count max = .

The results go on:
SMILES	Lipid storage S3	Lipid storage S3 cell count max
Cc1ccc(CNS(=O)(=O)c2cn(C)cn2)cc1	?	.
Cc1cc(C)c2c(=O)[nH]c(SCC(=O)N3CCCCC3)nc2n1	11%	-5
Cc1cccc(NC(=O)Cn2cccc2)c1	?	.
COc1ccc2cnn(Cc3ccccc3)c(=O)c2c1OC	?	.
C=CCOc1ccc(/C=N/NC(=O)c2c(C)nc3ccc(Cl)cn23)cc1	?	.
O=S(CC1CC1(Cl)Cl)CC1CC1(Cl)Cl (stereo not drawn)	6%	13
Cc1ccnc(N/N=C/c2ccccc2)n1	6%	-3
O=C(CN1CCN(Cc2ccccc2)CC1)NCc1ccc(Cl)cc1	?	.
CC(C)N(C(=O)NC(=O)Nc1ccc(S(=O)(=O)N2CCCC2)cc1)S(C)(=O)=O	?	.
CC(=O)Oc1ccc(/C=N/NC(=O)CCSc2ccccc2)cc1	?	.
O=C(Nc1ccccc1N1CCOCC1)c1cccc(F)c1	-8%	-11
COc1ccc(C(=O)COC(=O)C(CCSC)NS(=O)(=O)c2ccc(Cl)cc2)cc1 (stereo not drawn)	23%	.
COC(=O)c1c(-c2c(Cl)cccc2Cl)noc1C(=O)NN	11%	15
CCCCn1c(N)c(N(CC)C(=O)c2cc3c(s2)CCCCC3)c(=O)[nH]c1=O	i[0.0737 µM]	.
Cc1occc1C(=O)NNC(=O)c1ccccc1[N+](=O)[O-]	16%	-1
O=C(/C=C/c1ccccc1)NCCc1nc2ccccc2[nH]1	-3%	2
COc1ccc(CCN2CNc3c(c(=O)n(C)c(=O)n3C)C2)cc1OC	?	.
Cc1c(CN(C)C(=O)c2nn(C)cc2[N+](=O)[O-])cnn1C	-13%	-22
Cc1ccnc(N2C(=O)c3ccccc3C2O)c1 (stereo not drawn)	-8%	-2
CCOC(=O)C1(CC)NC(c2ccco2)C2C(=O)N(C)C(=O)C21 (stereo not drawn)	-5%	-16
CCOc1ccc(NC(=O)COC(=O)c2cc([N+](=O)[O-])ccc2N2CCOCC2)cc1	?	.
COC(=O)c1sccc1NC(=S)N1CC(C)CC(C)C1 (stereo not drawn)	i	.
CNC(=O)NC(=O)COC(=O)CCCOc1ccc(OC)cc1	?	.
CN(CC(=O)Nc1ccccc1C(F)(F)F)C(=O)CCc1nc2sc3c(c2c(=O)[nH]1)CCCC3	-29%	1
CCC(C(=O)NC1CCCCC1)N(CC1CCCO1)C(=O)CNS(=O)(=O)c1ccc(OC)cc1 (stereo not drawn)	17%	-2
COc1ccc(CCC(=O)Nc2cc(Cl)ccc2OC)cc1	?	.
CNC(=O)c1ccc(NC(=O)CC23CC4CC(CC(C4)C2)C3)cc1	i	13
CC(C(=O)Nc1ccccc1)C(=O)Nc1ccccc1	-5%	-15
COc1ccc(NC(=O)COC(=O)CNC(=O)c2cc(OC)c(OC)c(OC)c2)cc1	11%	15
CCOC(=O)C1CCCN(C(=O)c2cc3c(C)nc4ccccc4c3o2)C1 (stereo not drawn)	?	.

The list goes on; the last 4 above are carried over.
SMILES	Lipid storage S3	Lipid storage S3 cell count max
CNC(=O)c1ccc(NC(=O)CC23CC4CC(CC(C4)C2)C3)cc1	i	13
CC(C(=O)Nc1ccccc1)C(=O)Nc1ccccc1	-5%	-15
COc1ccc(NC(=O)COC(=O)CNC(=O)c2cc(OC)c(OC)c(OC)c2)cc1	11%	15
CCOC(=O)C1CCCN(C(=O)c2cc3c(C)nc4ccccc4c3o2)C1 (stereo not drawn)	?	.
Nc1cc(N)nc(SCC(=O)N2CCN(S(=O)(=O)c3ccccc3)CC2)n1	?	.
CCOc1ccc(Nc2cc(=O)oc3ccccc23)cc1	?	.
O=c1c(O)c(-c2cc(O)c(O)c(O)c2)oc2cc(O)cc(O)c12	18%	0
CCN(CC(=O)NCc1cccs1)S(=O)(=O)c1ccc(C(C)C)cc1	?	.
CC(C)(C)c1ccc(C(=O)Nc2ccc(S(=O)(=O)Nc3cnc4ccccc4n3)cc2)cc1	-4%	-12
COn1c(-c2ccc(Cl)cc2)nc2ccc(Cl)cc21	i	-8
O=C(CCCOc1ccccc1)N1CCN(S(=O)(=O)c2ccc(Cl)cc2)CC1	14%	.
N/C(=N\OC(=O)COc1ccc([N+](=O)[O-])cc1)c1ccc(Br)cc1	3%	12
CN(CCCC1CCCC1)C(=O)c1cc(COc2c(F)cccc2F)on1	5.8µM*	-27*
O=C1CCCN1C(=O)CSc1ccc2ccccc2n1	?	.
Cc1ccc(N=C2C(=S)N(c3ccc(C)cc3)C(=N)N2/N=C/c2ccc(Cl)cc2)cc1	-18%	-18
O=C(c1ccc(C(F)(F)F)cc1)C1CCCN(C(=O)CN2CCCC2=O)C1 (stereo not drawn)	-9%	23
O=C(CCn1nnc2ccccc21)Nc1nnc(Cc2ccccc2)s1	i	.
Cc1cc(C)cc(OCC(=O)N(C)CC(=O)Nc2ccc(N3CCOCC3)cc2)c1	?	.
CC(C)(C)C(=O)CSc1ncnc2c1cnn2Cc1ccccc1	-1%	-3
Fc1ccc(NC(=S)NCc2ccccn2)cc1	4%	-9
Cc1cc2c(cc1C)C(c1ccccc1OC(C)C)CC(=O)N2 (stereo not drawn)	?	.
CCCCn1c(SCn2nnc3ccccc3c2=O)nc2cc(C(=O)OC)ccc2c1=O	?	.
COc1ccc(C2C(C(=O)NCCN3CCOCC3)c3ccccc3C(=O)N2C)cc1OC (stereo not drawn)	11%	6
CCNc1nc(NC#N)nc(SCC(=O)OCC)n1	-1%	9
COCCCn1c(=O)c2ccccc2n(Cc2ccccc2)c1=O	-11%	12
O=C(c1cc2ccccc2cc1O)N1CCN(c2ccccc2O)CC1	?	.
CC(Sc1ccccn1)C(=O)Nc1ccccc1 (stereo not drawn)	?	.
COc1ccc(N(CC(=O)Nc2ccccc2C(=O)O)S(=O)(=O)c2ccc(C)c([N+](=O)[O-])c2)cc1	?	.
Cc1ccc(C2NC(c3ccc(C)cc3)C(C)C(=NO)C2C)cc1 (stereo not drawn)	6%	-3
C=CCNc1sc(C(=O)c2ccc(Br)s2)c(N)c1C#N	?	.
O=C(CCC(=O)N1CCOc2ccccc21)NCc1cccnc1	8%	-9
O=C(Nc1nnc(C2CC2)s1)c1cc(S(=O)(=O)N2CCCCC2)ccc1N1CCOCC1	?	.
O=C(O)COc1ccc(Br)cc1/C=N\Nc1ccccn1	?	.
CC(=O)c1ccc(NS(=O)(=O)c2ccc(N)cc2)cc1	?	.
Cc1ccc(S(=O)(=O)n2c([N+](=O)[O-])cnc2C)cc1C	?	.
C=CCNC(=S)Nc1ccc(C)c(S(=O)(=O)N2CCCCC2)c1	?	.
CN(C)CCCNC(=O)CCc1ncc(C(F)(F)F)cc1Cl	?	.
CC(C)c1c(C(=O)N/N=C/c2ccccc2C(=O)O)nnn1-c1nonc1N	?	.
O=C(c1ccc(C#CC2(O)CCCCC2)cc1)N1CCN(C(c2ccccc2)c2ccccc2)CC1	?	.
COC(=O)C1=CN(Cc2cccs2)C=C(C(=O)OC)C1c1ccc(OC)cc1OC	29%	25
Cc1nc(N2C(=O)C(=O)/C(=C(/O)c3ccccc3)C2c2ccco2)sc1C (stereo not drawn)	-13%	-5
CCCc1nnc(-c2ccc(OC)cc2)o1	27%	.
COc1cc(C(=O)NCC(=O)N/N=C/c2ccc(-c3ccc([N+](=O)[O-])cc3)o2)cc(OC)c1OC	?	.
CCOC(=O)CCn1c2nc(C)cc(C)c2c(=O)n1-c1ccccc1	?	.
C=CCn1cc(CN2CCC(C(=O)Nc3cccc(-c4cccc(Cl)c4)c3)CC2)c(C)n1	?	.
O=C1CC(N2CCCc3ccccc32)C(=O)N1c1ccccc1 (stereo not drawn)	-4%	0
NC(=O)c1ccsc1NC(=O)C1CC1	-6%	-12
O=C(Cc1cccs1)NC(Cc1c[nH]c2ccccc12)C(=O)O (stereo not drawn)	?	.
CC(=O)c1coc2ccc(OCC(=O)O)cc12	0%	1
Cc1c(NC(=O)c2cc(-c3ccc(Cl)s3)nc3ccccc23)c(=O)n(-c2ccccc2)n1C	-11%	-6
O=C(c1ccc(S(=O)(=O)N2CCOCC2)cc1)N(c1ccc(F)cc1)C1C=CS(=O)(=O)C1 (stereo not drawn)	?	.
CCCc1cc(C(=O)Nc2sc3c(c2C#N)CCC3)no1	12%	0
CC(=O)C1=C(O)CC(C)(C)CC1=NCc1nc2ccccc2[nH]1	-2%	25
Cn1c(SCCOc2ccc(Cl)cc2)nnc1-c1ccncc1	-2%	-25
C=CCNCCCOc1ccc(C)cc1Br	?	.
COc1ccc(NC(=O)C(=O)NCc2ccncc2)c(OC)c1	i	.
O=C(CNC(=O)c1ccc(OC(F)F)cc1)NCc1ccccn1	22%	.
O=C(CSc1nnc(-c2ccccc2)o1)NC1CCCC1	-7%	.
Cc1ccc(-c2ccc(S(=O)(=O)N3CCN(C)CC3)cc2)cc1	?	.
COCC(=O)N1CCC(Oc2ccc(C(=O)N(C)CCCC3CCCC3)cc2)CC1	i	1
Cc1ccccc1C(=O)Nc1ccnn1C1CCN(C(=O)c2ccoc2)CC1	3%	-8
